Compound activity from PubChem.
Growth percent in the NCI-60 one-dose screen (48 h, 10 µM unless noted): 100 = growth as untreated, 0 = no growth, -100 = all killed.
SK-MEL-2 – SK-MEL-2 melanoma; AID 1794763; 4.7% of 77,000 active
T-47D – T-47D breast cancer | 5% of 79,000 active | AID 1794792
SK-MEL-5 – SK-MEL-5 melanoma; 6.4% of 80,000 active
BT-549 – BT-549 breast cancer; 4.4% of 78,000 active; AID 1794793
MDA-MB-435 – MDA-MB-435 melanoma. 7.8% of 82,000 active
HS 578T – HS 578T breast cancer; 4.1% of 78,000 active; AID 1794788
LOX IMVI – LOX IMVI melanoma; 7.4% of 79,000 active
SK-MEL-28 – SK-MEL-28 melanoma | 4.1% of 81,000 active | AID 1794761
Starred values were filed as active, the others as inactive; nt = not tested or not shown; & = joins results of further samples; [ ] = another dose, or the depositor's remark. Rule for the calls: active = growth percent below 10; inactive = the rest.

SMILES	SK-MEL-2	T-47D	SK-MEL-5	BT-549	MDA-MB-435	HS 578T	LOX IMVI	SK-MEL-28
Nc1nc(-c2cc3c(cc2Cl)NC(=O)/C3=C/c2ccccc2)cs1	71	7.5*	25	56	24	59	3.7*	76
CO[C@H]1[C@H](n2ccc(=O)[nH]c2=O)O[C@@](CO)(OC)[C@H]1O	105	90	96	93	97	100	99	104
OCCCNc1oc(-c2ccccc2)nc1[P+](c1ccccc1)(c1ccccc1)c1ccccc1	-34*	7.2*	-100*	-40*	6.5*	-13*	-17*	7.7*
CCCCSCN1CCN(c2ccc(C)cc2)CC1	107	94	98	89	101	98	101	105
CCCCNC(=O)Nc1sc2c(c1C(=O)OCC)CCCC2	104	89	102	87	93	86	100	97
COc1ccc(N=Nc2c(N)nn3c(-c4ccc(C)cc4)c(-c4nc5ccccc5s4)c(N)nc23)cc1	102&104	90&93	101&100	114&95	105&102	97&98	101&103	109&97
CCc1ccc(NC(=O)N[C@@H](Cc2cccc(F)c2)C(=O)N[C@@H]2C(=O)N3CCC[C@H]3C(=O)N3CCCC[C@H]3C(=O)N[C@@H](C)C(=O)N3C[C@H](C)C[C@H]3C(=O)O[C@H]2C)c(F)c1	nt	30	-21*	18	19	26	14	36
COc1cc(C2=Nc3c(N)nc(N)nc3NC(c3cccc(Nc4ccnc5cc(C(F)(F)F)ccc45)c3)C2)cc(OC)c1OC (centres undefined)	88	95	64	112	69	63	66	101
CC1=NN(c2ccc([N+](=O)[O-])cc2)C(=O)C1[N+](=O)[O-] (centres undefined)	104	116	103	113	108	107	102	115
CC1(C)CC(=O)C2OC2(C)C1 (centres undefined)	107	111	103	nt	108	109	91	104
Cc1cc(=O)oc2cc(OCCCOc3ccc(/C=C/C(=O)Nc4ccc(F)c(Cl)c4)cc3)ccc12	91	68	94	52	81	52	51	82
O=C1c2ccccc2C(=O)N1CC#CCN1C(=O)c2ccccc2C1=O	118	95	101	93	106	96	99	104
CCOc1ccc(C(=O)Nc2ncc(Cc3ccc(F)cc3)s2)cc1	-7.6*	34	33	57	-16*	1.2*	24	62
COc1ccc(/C(=C\c2cc(OC)c(OC)c(OC)c2)C(=O)Nc2nc3ccc(OC)cc3s2)cc1	92	83	98	103	103	103	101	101
CCOC(=O)C1=C(C)NC(C)=C(C(=O)OC(C)C)C1c1cccc(C#N)c1 (centres undefined)	106	95	100	126	104	98	95	105
CSc1nc2c(=S)[nH]c(=S)[nH]c2s1	nt	91	115	114	106	108	103	114
COc1ccc(C(=O)c2sc3nc4c(cc3c2N)CCCC4)cc1OC	25	16	-11*	24	-9.2*	74	nt	47
COc1ccc2c(c1)O/C(=C\c1ccccc1O)C2=O	102	87	99	90	101	102	98	105
Clc1ccc(-c2ccnc(N3CCNCC3)n2)cc1	98	71	93	87	102	68	85	106
NC(=O)[C@@H]1Cc2ccccc2CN1C(=O)c1ccc2c(c1)Cc1ccccc1-2	93	57	47	63	78	94	91	116
Nc1ccn(Cc2nnc(CCC(=O)c3nc4ccccc4[nH]3)o2)c(=O)n1	100	72	69	74	92	81	54	104
ClC1CC/C=C\CC/C=C/CCC1Cl (centres undefined)	113	nt	99	93	95	83	100	105
COc1ccccc1C(C#N)N1CCCN(C(C#N)c2ccccc2OC)C1c1cc(Cl)cc(Cl)c1O (centres undefined)	118	109	105	128	122	nt	110	106
CC(C)(CCl)c1ccccc1	98	nt	98	90	111	104	97	99
OCCc1nc2ccccc2[nH]1	108	93	99	nt	98	97	99	112
Cc1cn2c(/C=C3/C(=O)Nc4c3ccc3ccccc43)c(C(F)(F)F)nc2s1	20	28	25	37	-47*	16	34	58
O=S(=O)(Nc1ccc(Cl)nn1)c1ccc(NC(=S)Nc2ccccc2)cc1	114	103	106	103	101	96	101	108
CC(CN(C)C)OC(=O)Nc1ccccc1Cl (centres undefined)	81	95	107	83	112	104	101	116
COc1ccc(OC)c(-c2cc(-c3ccc(Cl)cc3)c3c(N)c(C(=O)c4ccc(Cl)cc4)sc3n2)c1	94	87	107	84	107	115	98	105
CCOC(=O)c1sc(-c2ccc(OS(=O)(=O)c3cccs3)c(C=O)c2)nc1C	29	19	-89*	-7.2*	-15*	11	-48*	27
Cn1c(=O)[nH]c(=O)c2nc3c(nc21)-c1ccccc1C3=O	103	103	98	104	100	104	96	97
O=C(Nc1cccc(-n2cc(-c3ccncc3)c(-c3ccc(O)c(Cl)c3)n2)c1)c1ccc(Cl)c(Cl)c1	nt	36	48	68	47	54	53	48
COc1ccc2nc(Cl)c(Cn3nnc(Cc4ccccc4)n3)cc2c1	50	2.4*	-47*	20	29	69	43	47
CCOC(=O)C1CCCCN1c1ccc(N2C[C@H](CNC(=O)c3ccc(Cl)s3)OC2=O)cc1 (some centres undefined)	104	75	81	100	99	102	89	98
COc1cc2ncnc(Nc3ccc(S(=O)(=O)Nc4nccs4)cc3)c2cc1OCCCN1CCCC1	114	105	105	105	100	110	99	109
CC(=O)Nc1ccc(S(=O)(=O)O)c(N)c1	112	100	106	122	109	98	109	112
Cc1ccccc1N=Nc1ccc(N=Nc2cc(S(=O)(=O)O)c3ccccc3c2O)c(C)c1	118	89	98	113	106	92	97	115
CCCCN1C(=O)/C(=c2\sc3n(c2=O)C2C(NN=3)N(CCC)C(=O)N2CCC)c2ccccc21 (centres undefined)	93	74	nt	98	85	70	81	88
O=c1c2cc(F)ccc2sc2c(NCCN3CCCC3)nc3ccccc3c12	91	62	80	87	23	57	28	72
CCOC(=O)c1cc(OCC)c(OCC)c(OCC)c1N	nt	99	97	101	97	100	101	99
Cc1ccc(C)c2c1CCC(C)C2O (centres undefined)	106	94	110	115	104	104	103	111
Nc1cccc(=O)[nH]1	92	99	107	124	106	157	110	139
N#C/C(=C\n1c(=S)[nH]c2ccccc21)c1nc2ccccc2s1	98	81	92	99	110	93	91	112
COc1ccc(OCC(O)CN2CCN(c3ccc(Cl)cc3)CC2)cc1 (centres undefined)	135	78	84	nt	106	123	91	114
O=C(Nc1ccc(Cl)c(C(F)(F)F)c1)Nc1ccc(-c2cccnc2)cc1N1CCC(CO)CC1	-10*	5.6*	11	nt	16	34	27	32

Record cards (already shown). Order of screens: SK-MEL-2, T-47D, SK-MEL-5, BT-549, MDA-MB-435, HS 578T, LOX IMVI, SK-MEL-28
`Cc1ccc(C)c2c1CCC(C)C2O` (centres undefined) across the screens: 106, 94, 110, 115, 104, 104, 103, 111
`CC(=O)Nc1ccc(S(=O)(=O)O)c(N)c1` across the screens: 112, 100, 106, 122, 109, 98, 109, 112

(listing goes on)
SMILES	SK-MEL-2	T-47D	SK-MEL-5	BT-549	MDA-MB-435	HS 578T	LOX IMVI	SK-MEL-28
CC/C(=N\N=C(/CC)c1ccc(Cl)cc1)c1ccc(Cl)cc1	98	92	85	103	103	97	109	100
CCN1CCCCN(CC(=O)NC(C)(C)C)CC1	108	95	96	99	104	94	94	112
COc1cccc(C(O)C2=CC(=O)c3ccccc3C2=O)c1O (centres undefined)	115	72	96	88	105	101	94	105
COc1cc(C#N)c(NC(=S)N2CCN(C(=O)c3ccco3)CC2)cc1OC	115	110	102	127	99	112	97	103
C=CC(=O)Nc1cccc(-c2nc(SC)nc(NCc3ccccc3)c2C#N)c1	61	28	74	44	62	52	66	82
CCC(=O)Nc1ccc(Cl)cc1	104	nt	102	nt	105	101	104	114
CC(C)=NNC(N)=S	112	44	90	88	80	84	70	94
N#C/C(=C\N1C(=O)/C(=C/c2cccc([N+](=O)[O-])c2)SC1=S)c1nc2ccccc2s1	73	55	65	78	76	96	80	92
CC1=CSC2=NCCN12	nt	109	106	nt	111	110	94	118
CC1(C)C(=O)CC[C@]2(C)[C@H]3CC=C4[C@@H]5C[C@@](C)(C(N)=O)CC[C@]5(C)CC[C@@]4(C)[C@]3(C)CC[C@@H]12	109	71	96	109	103	92	99	106
CC(C)CC(=O)OC/C=C/c1ccccc1	114	87	106	97	103	114	111	117
O=C(C1CCCCC1)N1CCN(C(=O)C2CCCCC2)CC1	109	95	104	nt	110	101	102	113
COC(=O)[C@@H]1CCCN1C(=O)COc1cc(O)c2c(=O)cc(-c3ccccc3)oc2c1	108	98	97	101	97	111	67	144
COc1cc(CNC(=O)[C@]23CCC(C)(C)CC2C2=CCC4[C@@]5(C)CCC(OC(C)=O)C(C)(C)C5CC[C@@]4(C)[C@]2(C)CC3)ccc1OCc1cn(-c2ccc(C#N)cc2)nn1 (some centres undefined)	106	82	100	115	102	102	96	118
CSc1nc2c(c(=O)n1C)CN(Cc1ccccc1)C(=O)CN2	86	95	101	nt	60	101	92	102

A stretch of the results above:
SMILES	SK-MEL-2	T-47D	SK-MEL-5	BT-549	MDA-MB-435	HS 578T	LOX IMVI	SK-MEL-28
CC/C(=N\N=C(/CC)c1ccc(Cl)cc1)c1ccc(Cl)cc1	98	92	85	103	103	97	109	100
CCN1CCCCN(CC(=O)NC(C)(C)C)CC1	108	95	96	99	104	94	94	112
COc1cccc(C(O)C2=CC(=O)c3ccccc3C2=O)c1O (centres undefined)	115	72	96	88	105	101	94	105
COc1cc(C#N)c(NC(=S)N2CCN(C(=O)c3ccco3)CC2)cc1OC	115	110	102	127	99	112	97	103
C=CC(=O)Nc1cccc(-c2nc(SC)nc(NCc3ccccc3)c2C#N)c1	61	28	74	44	62	52	66	82

Additional entries.
SMILES	SK-MEL-2	T-47D	SK-MEL-5	BT-549	MDA-MB-435	HS 578T	LOX IMVI	SK-MEL-28
c1ccc(CCNc2nc(-c3ccccc3)n3ncc(NCCc4ccccc4)c3n2)cc1	79	69	99	100	85	89	57	96
CCN(CC)CC(O)c1cc(-c2ccc(Cl)cc2)nc2c(C)c(Cl)ccc12 (centres undefined)	-69*	-89*	-97*	-36*	-90*	-62*	-95*	-86*
c1ccc(C[C@H]2CNCc3ccccc32)cc1	90	98	106	92	54	100	90	95
O=C(O)c1cn(C2CC2)c2cc(N3CCN(C(=O)CN4C(=O)S/C(=C/c5cccc([N+](=O)[O-])c5)C4=O)CC3)c(F)cc2c1=O	109	102	99	104	105	98	94	113
N#Cc1ccc(-c2ccc3c(c2)NC(=O)/C3=C\c2ccc[nH]2)cc1	89	9.7*	85	24	102	103	98	107
COc1cc(O)c2c(c1N)C(=O)c1ccccc1C2=O	106	93	99	97	98	109	72	118
CCC(=N)C(c1ccccc1)(c1ccccc1)C(C)CN(C)C (centres undefined)	105	82	94	97	102	101	97	103
COc1ccccc1/C=N\N=C\c1ccccc1OC	104	106	103	108	108	120	90	117
COc1c(NC[C@H]2OC(O)[C@H](O)[C@@H](O)[C@@H]2O)c(=O)c1=O (some centres undefined)	121	95	100	112	98	101	95	107
Cc1ccc(S(=O)(=O)Oc2cccc([N+](=O)[O-])c2)cc1	93	107&90	101	103	39&28	122&98	101&97	106&109
CN(C)[C@@H]1C(=O)C(C(=O)NCN2CCCC2)=C(O)[C@@]2(O)C(=O)C3=C(O)c4c(O)cccc4[C@@](C)(O)[C@H]3C[C@@H]12	107	111	105	114	104	78	102	114
O=C1NN(C(=O)c2cc([N+](=O)[O-])cc([N+](=O)[O-])c2)C(c2ccccc2)=N/C1=C/c1ccoc1	94	nt	104	91	106	96	nt	94
CC(C)c1nc2ccccc2n1CC(=O)N/N=C/c1ccc(OCCOc2ccc(C=O)cc2)cc1	105	91	97	96	102	94	93	105
c1ccc(N/N=C(\C(=N\Nc2ccccc2)c2ccccc2)c2ccccc2)cc1	74	56	97	108	91	94	77	111
NC1=C(O)C(=O)C(c2ccc(C3OC(N)=C(O)C3=O)cc2)O1 (centres undefined)	123	nt	102	92	104	102	98	115
N#Cc1cnc2cc(OC[C@H](O)CO)c(NC(=O)CC3CSSC3)cc2c1Nc1ccc(OCc2cccc(F)c2)c(Cl)c1	-71*	-61*	-96*	-62*	-83*	-45*	-86*	-85*
CCOC(=O)c1c(C)nn(CC(O)c2ccccc2)c1NC(=O)Nc1ccccc1F (centres undefined)	99	84	97	102	93	93	102	103
CCCc1cc(=O)nc2nncc(-c3ccccc3)n12	101	116	99	93	97	113	98	111
CC(=C(CCOP(=O)(O)O)SC(=O)c1ccccc1)N(C=O)Cc1cnc(C)nc1N	115	103	89	113	106	104	100	111
C[C@@]1(CO)C[C@@H](O)C[C@]2(C)[C@@H]1CC[C@@]13C[C@@H]4[C@@H](C[C@H]12)[C@]4(C)C3	96	nt	98	111	101	101	92	109
COc1ccc(C2=Nn3c(nnc3-n3nc(C)cc3C)SC2)cc1	17	78	0.1*	19	-16*	7.5*	27	55
COC(=O)[C@H](Cc1cn(C)cn1)NC(=O)[C@H](Cc1c[nH]c2ccccc12)NC(=O)Nc1cc(C(F)(F)F)cc(C(F)(F)F)c1	-83*[100 µM]	-72*[100 µM]	-51*[100 µM]	-89*[100 µM]	-89*[100 µM]	10[100 µM]	-83*[100 µM]	-80*[100 µM]
O=S(=O)(O)CCc1ccccn1	123	106	107	87	107	nt	106	111
COc1ccc(NCN2C(=O)c3ccccc3C2=O)cc1	90	93	86	nt	89	77	78	110
Nc1cc(-c2nc3sccn3c2-c2ccnc(NCCCNS(=O)(=O)c3ccc(F)cc3)n2)ccc1F	60	15	27	52	23	77	34	51
C/C(=N\Nc1ncc(-c2ccc3occc3c2)s1)c1nnn(-c2ccc([N+](=O)[O-])cc2)c1C	108	90	99	102	99	116	111	116
O=c1[nH]c([C@@H]2CCCN2)nc2c1oc1ccc(Cl)cc12	nt	56	51	58	73	nt	39	79

2 entries picked at random from the list so far, as already listed:
SMILES	SK-MEL-2	T-47D	SK-MEL-5	BT-549	MDA-MB-435	HS 578T	LOX IMVI	SK-MEL-28
CCCc1cc(=O)nc2nncc(-c3ccccc3)n12	101	116	99	93	97	113	98	111
COC(=O)[C@H](Cc1cn(C)cn1)NC(=O)[C@H](Cc1c[nH]c2ccccc12)NC(=O)Nc1cc(C(F)(F)F)cc(C(F)(F)F)c1	-83*[100 µM]	-72*[100 µM]	-51*[100 µM]	-89*[100 µM]	-89*[100 µM]	10[100 µM]	-83*[100 µM]	-80*[100 µM]
